NS5 inhibitors: flavivirus cap methylation enzyme inhibition – biochemical, confirmation dose response, primary screen (AID 588689). Dengue-2 NS5 methyltransferase capping enzyme assay, biochemical; higher % means a stronger effect. 0.3% of 340,000 active. one-dose inhibition, % at 25 µM; IC50 in µM for titrated hits; in the data active = a potency from the dose series; inconclusive = inhibition above about 29% without an active follow-up result
Salmonella PhoP GFP: inhibitors of PhoP regulon expression, primary screen, Salmonella Typhimurium, GFP reporter (AID 1863); S. Typhimurium PhoP-regulated promoter GFP reporter, 4 h; higher % means a stronger effect; inhibition, % at 50 µM, or IC50 in µM where a hit was titrated; 0.16% of 300,000 active;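 active = inhibition over 29.93%, a cutoff 3 SD above the screen mean, later confirmed by dose response; inconclusive = inhibition over 29.93% but no dose response follow-up; inactive = inhibition at most 29.93% or unconfirmed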;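 note: 0% = low Mg2+ inducing control and 100% = high Mg2+ repressing control; strong numbers were not always called active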
GPR55 LPI antagonism: inhibition of LPI-stimulated GPR55 beta-arrestin translocation – imaging, U2OS, beta-arrestin-GFP, LPI agonist, primary screen (AID 2013). 0.13% of 290,000 active. U2OS GPR55 beta-arrestin-GFP translocation imaging, LPI antagonism; higher % means a stronger effect. inhibition, % at 10 µM; hits with a dose series show IC50 in µM;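 active = spots per cell inhibited over 60%, with over 100 cells counted and total cytoplasm intensity under 500,000; inconclusive = wells with under 100 cells, flagged as likely toxic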;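 note: U2OS cells stably carrying GPR55 and arrestin-GFP stimulated by 5 µM LPI near EC80; imaged beta-arrestin-GFP aggregate spots per cell after agonist stimulation; plate controls were LPI-stimulated DMSO wells for no effect and DMSO wells without LPI for full effect; some results filed as inactive read as strong as hits; confirmed hits need IC50 under 10 µM and bright autofluorescent wells are also inconclusive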
MgcRacGAP inhibition: MgcRacGAP GTPase-activating activity inhibitors, confirmation, biochemical, ADP Hunter fluorescence; MgcRacGAP-stimulated Rac1 GTP hydrolysis, ADP Hunter fluorescence; higher % means a stronger effect; GST-tagged Rac1 F28L mutant substrate; inhibition, % at 30 µM; hits with a dose series show IC50 in µM; 0.6% of 340,000 active; AID 624330;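 active = first-screen hits whose inhibition reached a set limit at any dose in the follow-up dose series; inconclusive = inhibition above the set first-screen limit but never retested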;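 note: fluorescence reports GDP produced by GAP-driven GTP hydrolysis; strong numbers were not always called active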
UTI89 phage lysis: inhibition of K1F phage lysis, E. coli UTI89, bacterial capsule biogenesis inhibitors, alamar blue (AID 488966); 0.02% of 340,000 active; E. coli UTI89 K1F phage lysis, alamar blue, 2 h; higher % means a stronger effect; inhibition, % at 100 µM, or IC50 in µM where a hit was titrated;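 active = phage lysis inhibition, versus mean bacterial control, above a set limit; inconclusive = no clear call, values can overlap the other calls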;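 note: capsule biogenesis inhibitors block K1F phage lysis so surviving cells raise fluorescence; higher fluorescence means more inhibition of phage lysis; actives were called in the ten point dose series up to 300 µM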
RSV CPE inhibition: RSV antiviral activity via CPE protection, HEp-2 cells, primary 10 µM value included (AID 2391); HEp-2 cells, RSV-induced CPE inhibition; higher % means a stronger effect; 0.13% of 310,000 active; CPE inhibition, % at 10 µM, or IC50 in µM where a hit was titrated; in the data active = a potency from the dose series; inconclusive = CPE inhibition mostly from about 23% at the one dose, without a potency; inactive = the rest, 99 in 100 with CPE inhibition below about 21%; note: strong numbers were not always called active
GPR35 antagonists: inhibition of zaprinast-stimulated GPR35 beta-arrestin translocation – imaging, U2OS, beta-arrestin-GFP, zaprinast agonist, primary screen (AID 2058) | U2OS GPR35 beta-arrestin-GFP translocation imaging, zaprinast antagonism; higher % means a stronger effect | one-dose inhibition, % at 10 µM; IC50 in µM for titrated hits | 0.052% of 290,000 active;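 active = inhibition of at least 50% with at least 30 cells and total cytoplasm GFP at most 10,000,000; inconclusive = under 30 cells or total GFP of 10,000,000 plus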
SV40 large T antigen: SV40 large T antigen inhibitors, biochemical (AID 1903); SV40 large T antigen ATPase/helicase inhibition assay; higher % means a stronger effect; inhibition, % at 20 µM; hits with a dose series show IC50 in µM; 0.39% of 310,000 active; in the data active = a potency from the dose series; inconclusive = inhibition mostly from about 32% at the one dose, without a potency; inactive = the rest, 99 in 100 with inhibition below about 32%; note: strong numbers were not always called active
HIV peptide binding: cell-free HIV fusion peptide-binding blockers – biochemical, uHTS, fluorescence dequenching, primary screen (AID 1986). cell-free peptide binding, fluorescence dequenching, 30 min; higher % means a stronger effect. 0.3% of 290,000 active. inhibition, % at 20 µM; hits with a dose series show IC50 in µM; in the data active = inhibition mostly above about 52%, no sharp cut-off; inactive = mostly below about 76%; note: some results filed as inactive read as strong as hits
NS5 inhibitors pilot replicate: further read-out of NS5 inhibitors, marked with its call; inhibition, %; measured here: pilot screen replicate inhibition
* = called active by the depositor; ? = inconclusive; / = no result given; [ ] = another dose, or the depositor's remark.

SMILES | NS5 inhibitors | Salmonella PhoP GFP | GPR55 LPI antagonism | MgcRacGAP inhibition | UTI89 phage lysis | RSV CPE inhibition | GPR35 antagonists | SV40 large T antigen | HIV peptide binding | others
O=C(COC(=O)C1(c2ccccc2F)CCCC1)NCc1cccs1 | 0% | 9% | 3% | 8% | -2.4% | 7.1% | 7% | 6% | -0.9%
CC(Sc1nc(N)cc(N)n1)C(=O)NCCC1=CCCCC1 (centres undefined) | -4% | / | / | 2% | 0.1%[50 µM] | 0.0% | / | / | /
COc1ccccc1NC(=O)C(=N\O)/C(C)=N/O | -7% | 9% | 11% | 8% | 4.2% | -0.1% | -2% | 6% | 0.1%
O=C(COc1ccc(Cl)cc1Cl)N1CCCCCC1 | -4% | -6% | 8% | 11% | 0.2% | 2.3% | 7% | 10% | -0.6%
CN(Cc1ccccc1F)Cc1cc(=O)oc2cc(O)c(Cl)cc12 | 7% | 0% | 6% | 5% | 0.1% | 12% | 5% | 11% | 3.9%
Cc1cccc(C2CC(c3ccccc3)Nc3ncnn32)c1 (centres undefined) | -4% | 5% | -1% | 2% | 5.3% | 1.7% | 2% | 3% | 7.5%
O=C(C1=C[C@@H](c2ccccc2)C[C@@H](OCc2ccc(CO)cc2)O1)N1CCOCC1 | -8% | -9% | -4% | 8% | 2.5% | -0.3% | -9% | 7% | -1.5%
O=C(NCc1nc(-c2ccc(Cl)cc2)no1)c1ccc2c(c1)OCO2 | -14% | 4% | 16% | 4% | 0.7% | 20% | 1% | 4% | 1.7%
COC(=O)COc1ccc(S(=O)(=O)Nc2ccccc2SC)cc1 | -2% | 31% | 21% | 3% | 14% | 2.5% | -5% | -2% | -0.2%
O=C(/C(=C/c1ccccc1)c1ccccc1)N1CCCCC1 | -10% | 9% | 9% | -2% | 0.0% | 0.1% | -11% | 3% | -1.0%
O=C(CCN1C(=O)C2C3C=CC(C3)C2C1=O)NC1CCCCC1 (centres undefined) | 7% | 2% | 5% | 5% | 0.0% | 2.0% | 2% | 10% | -1.7%
CCOC(=O)Cc1csc(NC(=O)c2csc3c2CCCC3)n1 | -10% | 8% | 1% | 8% | 0.9% | 5.0% | 11% | 4% | -3.1%
O=C(CC(c1ccccc1)c1ccccc1)NCC1CCCO1 (centres undefined) | -1% | -2% | 25% | 6% | 0.2% | 0.9% | 12% | 16% | 0.7%
N#Cc1nc(COc2ccc(Br)cc2)oc1N1CCCCCC1 | 6% | 4% | 45% | -5% | -0.4% | -1.3% | -5% | 17% | 1.7%
COc1ccccc1NC(=O)C(C)N1C(=O)c2ccccc2C1=O (centres undefined) | -1% | 3% | 7% | 8% | 0.3% | 2.0% | 7% | 5% | -0.3% | NS5 inhibitors pilot replicate=-0.3
CCS(=O)(=O)N1CCCC(C(=O)NCCc2ccc(C)cc2)C1 (centres undefined) | -6% | 3% | -7% | 8% | 2.2%[50 µM] | 2.2% | 8% | 19% | -0.8%
O=C(c1cn2ccccc2n1)N1CCc2c([nH]c3ccccc23)C1c1ccccn1 (centres undefined) | -10% | 1% | 2% | 6% | -0.5% | 4.9% | -4% | 9% | 0.1%
Cc1ccc(S(=O)(=O)Nc2ccc(N(C)C)cc2)cc1 | -5% | -7% | -4% | 33µM* | 0.0% | 0.1% | -7% | 38% | -4.7%
CCOC(=O)C1=C(O)CSC1=Nc1ccc(Cl)cc1 | -15% | -11% | 6% | 2% | -0.1% | 0.4% | -18% | 1% | 5.5% | NS5 inhibitors pilot replicate=-6.8
O=S(=O)(c1cccc2nonc12)N1CCN(c2cccc(Cl)c2)CC1 | -1% | -3% | 3% | 3% | 0.3% | 4.1% | 4% | 0% | -2.8%
COc1ccc(NC(=S)N(CCC(C)C)C2CCN(C(C)C)CC2)cc1Cl | -3% | -9% | 8% | ? | -0.2% | 7.3% | -15% | 15% | 1.3%
COc1cc(CNCc2ccco2)ccc1OCc1ccccc1 | 2% | 5% | 6% | 24% | -0.1% | 0.3% | 1% | 0% | 0.0%
O=C(O)c1ccc(OCC(O)Cn2c3ccccc3c3ccccc32)cc1 (centres undefined) | -5% | -3% | 13% | 10% | 0.1% | 1.1% | -14% | 6% | 13%
O=C1CN(C(=O)N[C@@H](Cc2ccccc2)C(=O)N[C@H](C(=O)O)c2ccccc2)c2ccccc2N1 | -2% | -7% | 0% | 3% | 0.3% | 1.1% | 6% | 25% | 2.0%
COC(=O)c1ccc(NC(=O)CSc2nc3ncccc3[nH]2)cc1 | -5% | 4% | -17% | 13% | 0.0% | 4.2% | 0% | 5% | 0.0%

The final 2 compounds of the section before come first, to join the parts:
SMILES | NS5 inhibitors | Salmonella PhoP GFP | GPR55 LPI antagonism | MgcRacGAP inhibition | UTI89 phage lysis | RSV CPE inhibition | GPR35 antagonists | SV40 large T antigen | HIV peptide binding | others
O=C1CN(C(=O)N[C@@H](Cc2ccccc2)C(=O)N[C@H](C(=O)O)c2ccccc2)c2ccccc2N1 | -2% | -7% | 0% | 3% | 0.3% | 1.1% | 6% | 25% | 2.0%
COC(=O)c1ccc(NC(=O)CSc2nc3ncccc3[nH]2)cc1 | -5% | 4% | -17% | 13% | 0.0% | 4.2% | 0% | 5% | 0.0%
C=CCN1c2ccccc2[C@]23C[C@@H](C(=O)OC)N(C(=O)c4cc(C)oc4C)C2=NC(C(=O)OC)=C(C(=O)OC)[C@H]13 | / | 6% | 9% | / | / | 4.0% | 2% | 13% | -1.6%
Cc1ccccc1NC(=O)c1cc([N+](=O)[O-])ccc1NCCN1C(=O)CCC1=O | -5% | -7% | -3% | 4% | 1.3% | -0.8% | -10% | 17% | 0.6%
O=C(O)/C=C/C(=O)NCCc1cccc(Cl)c1 | -6% | -9% | -8% | 5% | -0.4% | 1.3% | -3% | -4% | -0.1%
CCn1c(CNC(=O)c2ccccc2F)nnc1SCC(=O)NC1CCCCC1 | -7% | / | -5% | 16% | 0.1% | 0.7% | 11% | / | -1.0%
COC(=O)c1ccc(COc2ccccc2/C=N/NS(=O)(=O)c2ccccc2)cc1 | -8% | -4% | 12% | 2% | 6.5% | 2.3% | -9% | -1% | -1.6%
Cc1nc(C(C)(C)O)n(-c2ccccc2)n1 | 1% | -1% | 10% | 7% | 0.9% | 1.2% | 12% | -5% | 1.3%
CC1Cc2ccccc2N1C(=O)Cn1c(=O)cc(O)c2ccccc21 (centres undefined) | -14% | 7% | -5% | 3% | 0.3% | 3.2% | -12% | 5% | -3.8% | NS5 inhibitors pilot replicate=-3.2
Cc1ccc(S(=O)(=O)N(C)C)cc1NC(=O)c1c(-c2c(F)cccc2Cl)noc1C | -1% | -6% | 8% | 4% | 1.0% | 1.5% | 7% | 1% | -0.8%
CCOC(=O)N1CCC(N2Cc3cccc(C(=O)NCC4CCN(CC(C)C)C4)c3C2=O)CC1 (centres undefined) | -8% | 10% | -17% | 3% | 0.8% | 0.4% | 8% | 1% | -0.4%
COc1ccc(NC(=S)N2CCCN(Cc3cc(C)ccc3C)C2)cc1 | -1% | -6% | -6% | 11% | 0.4% | -2.1% | 2% | 10% | -3.1%
CCS(=O)(=O)/N=C(\N)c1ccccc1 | -7% | 5% | 8% | 4% | 2.1% | -0.2% | 6% | 0% | -3.2%
O=C(c1ccc(Cl)cc1)N(Cc1ccccc1F)N1C(=O)CCCC1=O | -5% | -1% | 2% | 4% | 0.3% | 0.0% | -14% | 10% | 0.6%
O=C(N1CCCCC1)C12CC3CC(C1)CC(C(=O)N1CCCCC1)(C3)C2 | -10% | 9% | -4% | -6% | 0.0% | 1.2% | 20% | 7% | -1.0%
Cc1nn(-c2ccccc2)c(Cl)c1C(=O)NC1CCCCC1 | 4% | -1% | -2% | 0% | 0.3% | -0.2% | 15% | 5% | 0.7%
CC(=O)NC1CCCc2c1cnn2-c1ccc(C(C)(C)C)cc1 (centres undefined) | 5% | -1% | -5% | 8% | 0.0% | 4.2% | -8% | 9% | -0.7%
COCCn1c(=O)c2c(nc3n2CCN3c2ccc(C)cc2)n(C)c1=O | / | -1% | 7% | / | / | / | 18% | 9% | -0.2%
Cc1cc(C)c(C(=O)N2CCCC(CNS(=O)(=O)c3cccs3)C2)o1 (centres undefined) | -5% | -1% | 7% | 0% | 0.1% | 2.4% | 14% | 9% | 1.8%
NC(=O)c1ccccc1OCC(=O)NC12CC3CC(CC(C3)C1)C2 | -7% | -8% | 2% | 2% | 0.1% | 2.3% | -1% | 9% | -0.9%
CCOc1ccc(C2CC(c3ccccc3)Nc3nc(N)nn32)cc1 (centres undefined) | -8% | -3% | -18% | 7% | -0.2% | 2.8% | -2% | 2% | 2.1%
O=C(/C=C/c1ccccc1Cl)Nc1ccc(S(=O)(=O)Nc2ncccn2)cc1 | -1% | 0% | 13% | 7% | -0.5% | -0.9% | -10% | 23% | 12%
CCc1ccc(NC2=NCC(c3ccccc3)S2)cc1 (centres undefined) | -7% | 18% | 2% | 9% | 1.1% | 2.2% | 11% | 13% | 1.7%
COCCCNC(=S)Nc1cc(C)c(C)cc1C | -6% | -7% | 10% | 3% | -1.4% | -1.8% | 2% | 10% | 0.4%
COc1ccc(OC)c(NC(=O)c2ccc3c(c2)C(=O)N(c2ccc(OC(C)=O)cc2)C3=O)c1 | 2% | 2% | -12% | 5% | 0.1% | 1.1% | 1% | 18% | -1.4%
Cc1cc(OCc2cc(C(=O)NCCN3CCCCC3CO)no2)cc(C)c1Cl (centres undefined) | -4% | -7% | 22% | 12% | 0.3% | -1.3% | 3% | 28% | 3.7%
Cc1ccc(/C=C/c2ccc(N(C)C)cc2)[n+](C)c1 | -34% | -14% | -1% | 15% | 0.1% | 5.5% | 13% | 15% | 31%
COc1cc(/C=C2/SC(=NCc3ccccc3)N(Cc3ccccc3)C2=O)ccc1O | 0% | -2% | -1% | 9% | -0.6% | -3.5% | 3% | 1% | -1.2%
Cc1ccc(NC(=O)C2CCN(C(=O)c3cccs3)CC2)c(C)c1 | -9% | -6% | -6% | -7% | -0.1% | 1.4% | 4% | 5% | -1.0%
CCCCC(=O)NC(c1ccccc1OC)c1ccc2cccnc2c1O (centres undefined) | -9% | -5% | 3% | -4% | 1.2% | 0.7% | -4% | 9% | 0.1%
O=C(CN1CCN(C2CCCCC2)CC1)Nc1ccccc1N1CCCCC1 | 1% | -3% | 11% | -6% | 8.2% | -1.3% | 3% | 11% | 1.7%
O=C1NCN(c2ccccc2)C12CCN(c1nnnn1-c1ccccc1)CC2 | 4% | -6% | -10% | 6% | -0.6% | 2.5% | 4% | 9% | 0.0%

Bioassay records from PubChem.
